ALOX12 inh – inhibitors of human 12S-lipoxygenase ALOX12; purified 12hLO, xylenol orange hydroperoxide absorbance; P18054; AID 1671190; actives 1.1% (n = 580,000); Potency, µM (highest dose often 108 µM), without a hit: at the top dose activity change, negative = inhibition, hits mostly inhibitors; active = well fitted inhibition curve with a large enough effect; inconclusive = small, poorly fitted or top-dose-only effect, or another doubt; inactive = no such curve, though single readings can be large or run the other way; also: potency is read from the fitted curve at half-maximal effect
Target sequence (P18054 whole entry, looked up): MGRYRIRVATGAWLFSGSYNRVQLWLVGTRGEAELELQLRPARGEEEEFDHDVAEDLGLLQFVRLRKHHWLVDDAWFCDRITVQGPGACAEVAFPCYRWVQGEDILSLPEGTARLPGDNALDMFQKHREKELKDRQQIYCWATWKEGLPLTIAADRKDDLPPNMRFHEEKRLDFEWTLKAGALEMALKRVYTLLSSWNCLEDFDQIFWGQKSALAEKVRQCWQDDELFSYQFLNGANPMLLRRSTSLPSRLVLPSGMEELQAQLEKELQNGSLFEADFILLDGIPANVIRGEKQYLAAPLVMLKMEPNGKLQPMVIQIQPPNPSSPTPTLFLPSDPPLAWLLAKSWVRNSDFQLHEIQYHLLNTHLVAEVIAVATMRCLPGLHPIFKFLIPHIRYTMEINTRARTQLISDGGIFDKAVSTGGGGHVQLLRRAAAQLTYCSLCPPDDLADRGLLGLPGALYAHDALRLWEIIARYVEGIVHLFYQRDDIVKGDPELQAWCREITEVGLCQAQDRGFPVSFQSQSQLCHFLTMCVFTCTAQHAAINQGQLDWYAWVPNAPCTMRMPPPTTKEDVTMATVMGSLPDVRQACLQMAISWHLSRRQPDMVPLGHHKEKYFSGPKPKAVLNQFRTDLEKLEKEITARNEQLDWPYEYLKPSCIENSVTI
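Hydroperoxide product was detected by ferrous iron/xylenol orange as the 573 to 405 nm absorbance ratio. Arachidonic acid at 40 uM (final) was turned over for 30 min at room temperature by 150 nM human 12hLO, pH 7.0 Hepes buffer, after 15 min compound preincubation.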
LDHA block – blocks human lactate dehydrogenase A. actives 0.15% (n = 480,000). P00338. AID 1347041. purified LDHA, NADH/diaphorase-resazurin fluorescence; hits give low values. activity change, % (values are at about 110 or 230 µM); in the data active = activity change below about -30%; inconclusive = mostly about -25% to -30%;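 also: plate controls were DMSO wells for no effect and wells without enzyme for full effect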
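Human LDH5 (2 nM) was incubated with 0.06 mM NADH and 0.2 mM pyruvate for 5 min at room temperature in Tris pH 7.4. Remaining NADH was coupled through diaphorase/resazurin, and resorufin fluorescence was read at 0 and 20 min.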
Active calls of the source: *; ? = inconclusive; [ ] = dose if it differs, or a comment. Unless noted, % is scaled to controls: 0 for no effect and ±100 for the full control effect. These rows are one share of the data. The share of hits here may be higher or lower than overall.

LDHA block,ALOX12 inh,Structure
14,-2%,COCCNC(=O)CS(=O)Cc1nc(-c2cccc(C)c2)oc1C (stereo unspecified)
4,?,CCC(C)Nc1nc(-c2ccc([N+](=O)[O-])cc2)c(C(=O)Nc2ccccc2)s1 (stereo unspecified)
-5,-1%,NC(N)=N/N=C/C=C/c1ccccc1
2,?,CCCCc1c(-c2ccccc2OC)ncn1CCc1cccc(Cl)c1
2,?,CC1=NS(=O)(=O)NC(C)=C1CCC(=O)Nc1ccc(C(C)(C)C)cc1
-35*,21%,Cc1cc(C(=O)OCC(=O)c2cccc3ccccc23)c2ccccc2n1
4,?,O=[N+]([O-])c1ccc2cnn(-c3cccc(C(F)(F)F)c3)c2c1
11,10%,O=C(c1cn[nH]c1-c1ccc(Cl)cc1)N1CCC2(CC1)OCCO2
0,-16%,NC(=O)c1ccc(NC(=O)[C@H](Cc2ccccc2)n2cnnn2)cc1
-2,-29%,CC(Sc1ccccc1F)C(N)=O (stereo unspecified)
8,0%,Cc1nnc(CN2CCC(c3nc4ccccc4s3)CC2)o1
6,-3%,CCn1ncc2c(C(=O)Nc3cc(OC)cc(OC)c3)cc(-c3cccs3)nc21
-3,-6%,Cc1nc(-c2csc(S(=O)(=O)NCc3ccc(Br)cc3)c2)no1
-5,?,CCN(C)Cc1cccc(CNC(=O)c2cc(C)nc3ccccc23)c1
4,-18%,Cn1c(=O)c2sc(N3CCCC3)nc2n(CC(=O)NC(C)(C)C)c1=O
-1,4%,Cc1ccsc1CN(C)C(=O)Cc1c[nH]c2ccccc12
0,19%,CCSC(SCC)C(O)C(O)C(O)CO (stereo unspecified)
-16,38%[activator],COc1ccc2[nH]c(=O)c(CN(C)S(=O)(=O)c3ccccc3)cc2c1
1,?,CCS(=O)(=O)N1Cc2cc(C(=O)NCCOC)nc(-c3cccc(-c4ccncc4)c3)c2[C@H]1CCO
-2,?,CN(Cc1ccc(C(F)(F)F)cc1)C(=O)C1CCN(C(=O)/C=C/c2ccccc2)CC1

Single entries from the list.
Cc1nnc(CN2CCC(c3nc4ccccc4s3)CC2)o1 @ LDHA block: 8
Cc1cc(C(=O)OCC(=O)c2cccc3ccccc23)c2ccccc2n1 @ ALOX12 inh: 21%
CC(Sc1ccccc1F)C(N)=O (stereo unspecified) @ LDHA block: -2
CCN(C)Cc1cccc(CNC(=O)c2cc(C)nc3ccccc23)c1 @ LDHA block: -5
CCCCc1c(-c2ccccc2OC)ncn1CCc1cccc(Cl)c1 @ LDHA block: 2
CCSC(SCC)C(O)C(O)C(O)CO (stereo unspecified) @ ALOX12 inh: 19%

(continued)
LDHA block,ALOX12 inh,Structure
-2,2%,CCN1CCN(C(=O)CCCn2nc(C)c3c(C)n(-c4ccc(C)cc4)nc3c2=O)CC1
20,-7%,CCOc1cccc(CNc2ccc(F)cc2)c1
4,-26%,C=CCC[C@H](CCCCC)OC(=O)/C=C/[C@@H](O)[C@H](O)C[C@@H](O)CC=C
3,?,COc1ccc(Cn2cc(CN3CC(N4CCCCC4)CS3(=O)=O)nn2)cc1 (stereo unspecified)
-2,3%,CN(Cc1ccccc1F)C(=O)CSc1nnc(COc2ccccc2Cl)n1C
-9,22%,COc1ccc(NC(=O)Cn2cnc3c2c(=O)n(C)c(=O)n3C)cc1OC
-2,?,C/C(=N/NC(=S)NC1CCCCC1)c1ccc(C)cc1
7,8%,Cc1sc2ncnc(N3CCOCC3)c2c1-c1ccccc1
0,-56%,CCCCC(=O)N/N=C(\C)c1ccc(C)c(C)c1
-1,-15%,Cc1cc(NC(=O)CSc2nnc3c(Cl)cc(C(F)(F)F)cn23)no1
0,-24%,CCCCn1c(=O)[nH]c(=O)c2c1nc(CCC(=O)OC)n2CC(C)C
-12,-2%,O=C(Nc1cc2cccc([N+](=O)[O-])c2oc1=O)c1ccccc1
14,5%,Cc1cccc(-n2ncnc2-c2cc3c(n(-c4ccccc4)c2=O)CC(C)(C)CC3=O)c1C
6,?,CCN(Cc1ccccc1)c1ccc(NS(=O)(=O)c2ccc(C3CCCCC3)cc2)cc1C(=O)O
4,?,CC(C)CCCNCCNC(=O)/C=N/O
0,-22%,O=C(NCc1cccn1Cc1ccccc1F)Nc1ccc(F)cc1
-7,?,Cc1ccc2nc(/C(C#N)=C\c3ccc(O)cc3)[nH]c2c1
2,?,CC(=O)Nc1c(C)noc1/C=C\c1ccc(C)c(S(=O)(=O)Nc2ccc(C(C)C)cc2)c1
3,1%,COCCN1C(=O)c2ccccc2NC1c1cc2ccccc2[nH]c1=O (stereo unspecified)
-11,-71%,Cc1ccc(NC(=O)C2CCN(c3ncnc4c3sc3ncccc34)CC2)cc1F

Arranged by formula weight (lowest first): 4 of the compounds above
LDHA block,ALOX12 inh,Structure
20,-7%,CCOc1cccc(CNc2ccc(F)cc2)c1
4,-26%,C=CCC[C@H](CCCCC)OC(=O)/C=C/[C@@H](O)[C@H](O)C[C@@H](O)CC=C
-1,-15%,Cc1cc(NC(=O)CSc2nnc3c(Cl)cc(C(F)(F)F)cn23)no1
-2,3%,CN(Cc1ccccc1F)C(=O)CSc1nnc(COc2ccccc2Cl)n1C

(continued)
LDHA block,ALOX12 inh,Structure
-2,-5%,CN(Cc1ccco1)C(=O)CCNS(=O)(=O)c1ccc2c(c1)CCN2C(=O)C1CC1
0,10%,CCOc1ccc(N(C(C)C(=O)Nc2ccccc2Oc2ccccc2)S(C)(=O)=O)cc1 (stereo unspecified)
9,?,Cc1cc(Br)ccc1SCC(=O)OCC(=O)Nc1ccccc1OC(F)F
-6,?,Cc1nc(Cc2nn3c(-c4ccc(Cl)cc4F)nnc3s2)cs1
4,30%,CCOC(=O)c1cnc(SCC(=O)Nc2ccc(Br)cc2C)nc1N
4,-24%,COCCNC(=O)c1ccc(C(C)C)cc1
-6,-1%,Cc1ccccc1C(=O)OC(C)CN1CCCCC1 (stereo unspecified)
3,3%,CCCOc1cccc(C(=O)Nc2nonc2CC)c1
28,?,CCOc1ccc(OCC(=O)NCCc2c[nH]c3ccccc23)cc1
-8,8%,CC(NC(=O)CCC1CCCC1)C1CCCO1 (stereo unspecified)
-5,?,CCCCCCCc1ccc(C(=O)Nc2ccccc2C)cc1
4,?,O=C(NCCc1ccc2c(c1)OCCO2)c1ccc(NC(=O)c2cccs2)cc1
1,31%,O=C(Oc1ccc(Br)c2ccccc12)c1ccc(-c2ccccc2)cc1
-11,-18%,O=C(N/N=C/c1ccc(-c2ccccc2)cc1)c1cccs1
9,60%[activator],CC1=C(C)CC(C(=O)NC2CCN(Cc3ccccc3)CC2)C(C(=O)O)C1 (stereo unspecified)
8,-25%,CC(=O)Nc1ccc(NC(=O)c2cc(-c3cccnc3)nc3ccccc23)cc1
4,?,CC(C)NC(=O)c1cc(Br)c(Br)s1
-1,?,C=CCSc1nc2c(c(=O)[nH]c(=O)n2C)n1CCc1ccccc1
-1,4%,Cc1ccccc1Nc1cc(C)c2ccccc2n1
4,-1%,O=C1Nc2ccccc2CCC1n1nc(-c2ccc(Br)cc2)ccc1=O (stereo unspecified)

Other structures:
LDHA block,ALOX12 inh,Structure
3,35µM*,O=C(CSc1ccc2ccccc2c1)c1ccc2c(c1)CCC2
9,-17%,CCN(CC)c1ccc(C(=O)NN2CC(O)=C(c3nc(-c4ccc(Cl)cc4)cs3)C2=N)cc1
0,5%,C=CCNc1nc(C(=O)OCC(=O)NCC(=O)Nc2ccccc2Br)cs1
-1,?,COc1cccc(C(=O)C(Cl)C(=O)c2cccc(OC)c2)c1
0,?,Cc1cc(Nc2ccccc2)nc(Nc2ccc(NC(=O)c3ccc(Cl)cc3)cc2)n1
4,?,COc1ccc2cc(C3(C)NC(=O)N(Cc4coc(-c5cccs5)n4)C3=O)ccc2c1 (stereo unspecified)
7,-2%,CCOc1ccc2nc(Nc3nc(C)c(Cc4ccc(C)cc4)c(=O)[nH]3)nc(C)c2c1
0,?,CCn1c(C)c(C(C)=O)c2cc(OCC(O)CN3CCCCCC3)ccc21 (stereo unspecified)
-2,-28%,CCN1CCCC1CNC(=O)c1nc(-c2ccc3cc[nH]c3c2)no1 (stereo unspecified)
0,-26%,Cc1cc(SCC(=O)NC(C)C(C)C)nc2c(C)cccc12 (stereo unspecified)
-14,-19%,Cc1ccc(-c2nc(CNC(=O)Nc3ccc(F)cc3)c(C)o2)cc1
-3,20%,COc1ccc(NC(=O)c2nc3nc(C)cc(C)n3n2)cc1OC
9,-27%,CCc1ccccc1NC(=O)c1cnc2ccccc2n1
-3,0%,Cc1cc(CNC(=O)C2CCCN2C(=O)OC(C)(C)C)ccc1F (stereo unspecified)
-1,-6%,Cc1ccc(-c2nc(Cn3cnc(C#N)n3)co2)cc1
1,?,CCC1(c2ccccc2)NC(=O)N(NC(=O)c2nn(C)c(=O)c3ccccc23)C1=O (stereo unspecified)
2,1%,O=C(OCC(=O)c1cccc2ccccc12)c1cc(=O)c2ccccc2o1
7,-28%,CCCCCC1CCC(c2ccc(-c3ccc(SC(F)F)cc3)cc2)CC1 (stereo unspecified)
1,11µM*,Cc1cccc(C)c1-n1nnnc1C1(C)CCC(=O)N1c1ccc(N2CCOCC2)cc1 (stereo unspecified)
-8,16%,COc1ccc(C2(c3cccc(Br)c3)CCCCC2)cc1

(listing goes on)
LDHA block,ALOX12 inh,Structure
4,2%,COc1ccc(OC)c(NC(=O)Cn2ccc3c(Cl)cccc32)c1
0,-80%,Cc1ccccc1CNc1ccccc1C(N)=O
2,-4%,CCn1cnc2c1c(=O)n(CC(=O)N1c3ccccc3CCC1C)c(=O)n2Cc1ccccc1 (stereo unspecified)
-1,-2%,CC1(C)Cc2ccccc2-c2nc(CN3CCCC3)[nH]c(=O)c21
-1,6%,COc1cccc(-c2nc(C)c(C(=O)NCc3ccc(C(=O)O)cc3)s2)c1
-4,20%,CCOc1ccc2oc(C(=O)N3CCN(CC(=O)Nc4ccccc4C(F)(F)F)CC3)c(C)c2c1
0,5%,CCC(C(=O)Nc1nc2ccccc2s1)n1cnc2c1c(=O)n(C)c(=O)n2C (stereo unspecified)
4,?,CCc1c(C(=O)c2ccc[nH]2)oc2ccc(F)cc12
-19,?,Cc1ccc2c(c1)-c1c(cnn1CC(=O)N(C)c1ccccc1Cl)CO2
-1,?,NC(=O)C(Oc1cc(Cl)ccc1Cl)c1ccc(F)cc1 (stereo unspecified)
8,-3%,CCOC(=O)C1C(C)=C/C(=N\O)CC1C(C)C (stereo unspecified)
15,?,COc1cccc(/C=C(/SCC(=O)O)c2nc3ccccc3s2)c1
2,27%,COc1ccc(Oc2c(C)oc3cc(OCC(=O)c4ccccc4)ccc3c2=O)cc1
10,?,OC(CC#CCN1CCOCC1)(c1ccccc1)C1CCCC1 (stereo unspecified)
-3,18%,CC(C)OCCCNC(=O)c1ccccc1-c1ncc(-c2ccc(F)cc2)o1
5,?,Cc1ccc2[nH]c(C)c(CCNC(=S)NC(C)(C)C)c2c1
-7,-5%,C=C(C)Cn1c(SCC(=O)OCc2ccccc2)nc2c1c(=O)n(C)c(=O)n2C
-1,-61%,COc1ccc(C(=O)/C(C#N)=C\c2ccccc2OC(F)F)cc1
4,-6%,Fc1ccc(-c2nc(COc3ccccc3F)co2)cc1
3,?,COc1cc(-c2csc(NC3CC3)n2)cc(OC)c1OC

Random excerpt: 2 compounds from above, in no set order.
LDHA block,ALOX12 inh,Structure
0,-16%,NC(=O)c1ccc(NC(=O)[C@H](Cc2ccccc2)n2cnnn2)cc1
7,8%,Cc1sc2ncnc(N3CCOCC3)c2c1-c1ccccc1

Given with tabs: part of the list above.
SMILES	LDHA block	ALOX12 inh
C=C(C)Cn1c(SCC(=O)OCc2ccccc2)nc2c1c(=O)n(C)c(=O)n2C	-7	-5%
COc1ccc(C(=O)/C(C#N)=C\c2ccccc2OC(F)F)cc1	-1	-61%
Fc1ccc(-c2nc(COc3ccccc3F)co2)cc1	4	-6%
COc1cc(-c2csc(NC3CC3)n2)cc(OC)c1OC	3	?

Other results follow.
LDHA block,ALOX12 inh,Structure
-2,-1%,Cc1ccc(F)c(S(=O)(=O)Nc2cccc(NC(N)=O)c2)c1
4,-4%,Clc1c2ccccc2c(/C=N/N2CCCCC2)c2ccccc12
-11,-12%,O=C(NNC(=O)C1(c2ccc(Br)cc2)CCCC1)c1ccccc1
9,-18%,O=C(COc1ccc2ccc(=O)oc2c1)NC(=O)NC1CCCCC1
-2,?,COc1ccc(Cc2nnc(NC(=O)C3CC(=O)N(c4ccc(C)c(Cl)c4)C3)s2)cc1OC (stereo unspecified)
9,-4%,O=C(CCCOC(=O)c1ccc([N+](=O)[O-])cc1)c1ccc(F)cc1
6,-46%,CCCNCc1ccc(-c2ccc(C(C)O)cc2)o1 (stereo unspecified)
2,-55%,Cc1ccc(S(=O)(=O)N2CCN(C(=O)CNc3ccc(C)cc3Br)CC2)cc1
2,23%,CCOC(=O)c1cnc2ccccc2c1N1CCN(CC(=O)N(C)C)CC1
7,-4%,CC(Sc1nnc2c(Cl)cc(C(F)(F)F)cn12)C(=O)c1ccccc1 (stereo unspecified)
5,?,O=C(CCC1CCCCC1)NCCc1cccc(Cl)c1
-1,?,COc1cc(/C=C/c2nc(C#N)c(N3CCCC3)o2)cc(OC)c1OC
4,-7%,CCC(C)Cc1c(C)sc2nc(CNc3cccc(C)c3)[nH]c(=O)c12 (stereo unspecified)
9,-3%,O=C(CSc1nccn1Cc1ccc2c(c1)OCO2)Nc1nc2ccccc2s1
-1,?,CCCCNc1nc2c(c(=O)[nH]c(=O)n2C)n1Cc1cccc(C)c1
1,11%,CCOCCCNC(=O)C1CCOCC1
4,7%,Cc1ccccc1C(C)NC(=O)c1cccnc1 (stereo unspecified)

Bioassay records deposited in PubChem by National Center for Advancing Translational Sciences (NCATS).
